Bioassay records from PubChem BioAssay.
KAT2A inh – inhibitors of human GCN5L2 histone acetyltransferase; Q92830; GCN5L2 HAT assay, ThioGlo1 CoA-SH fluorescence; Potency, µM (top dose mostly 58.9 µM), for inactives: at the top dose activity change, negative = inhibition, actives largely listed as inhibitors; 0.21% of 390,000 active; AID 504327
Target sequence (Q92830 whole entry, looked up): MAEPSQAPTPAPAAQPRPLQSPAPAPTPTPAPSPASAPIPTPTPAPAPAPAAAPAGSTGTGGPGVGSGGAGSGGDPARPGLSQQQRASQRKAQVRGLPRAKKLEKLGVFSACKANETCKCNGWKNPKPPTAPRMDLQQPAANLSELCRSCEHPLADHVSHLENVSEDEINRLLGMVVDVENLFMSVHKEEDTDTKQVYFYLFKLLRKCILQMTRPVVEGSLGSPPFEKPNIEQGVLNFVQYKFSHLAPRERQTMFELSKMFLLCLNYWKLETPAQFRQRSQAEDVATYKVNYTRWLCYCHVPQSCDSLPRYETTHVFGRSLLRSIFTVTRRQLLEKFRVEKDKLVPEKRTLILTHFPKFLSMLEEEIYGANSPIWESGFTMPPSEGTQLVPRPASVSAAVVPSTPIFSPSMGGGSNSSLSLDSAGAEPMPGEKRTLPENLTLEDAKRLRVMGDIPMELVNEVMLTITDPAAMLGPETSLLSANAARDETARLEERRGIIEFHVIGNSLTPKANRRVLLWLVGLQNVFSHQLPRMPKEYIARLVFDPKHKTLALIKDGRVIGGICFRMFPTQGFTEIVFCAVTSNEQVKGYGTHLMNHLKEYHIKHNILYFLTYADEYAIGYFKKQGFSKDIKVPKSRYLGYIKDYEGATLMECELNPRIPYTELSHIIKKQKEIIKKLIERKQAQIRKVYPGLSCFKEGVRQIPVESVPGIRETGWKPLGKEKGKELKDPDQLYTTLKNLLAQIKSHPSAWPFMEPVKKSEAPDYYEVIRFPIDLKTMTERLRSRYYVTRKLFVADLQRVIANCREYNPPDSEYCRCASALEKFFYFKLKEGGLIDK
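Compounds, pin-transferred from DMSO stocks, meet 20nM GCN5L2 for 15 min before the reaction begins with H3(1-25) peptide (75uM) and acetyl-CoA (70uM). Thiol-reactive ThioGlo1 reports CoA release over 20 min at room temperature.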
N370S GC mod – N370S glucocerebrosidase modulation, Gaucher chaperone candidate | N370S GC spleen homogenate, 4MU-glucoside fluorescence | Potency, µM (highest dose often 59.4 µM), without a hit: at the top dose activity change, negative = inhibition, most hits filed as inhibitors | 0.092% of 330,000 active | AID 2101;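 also: 0% = full enzyme activity and -100% = no enzyme basal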
FEN1 inh – human FEN1 inhibition; 0.35% of 390,000 active; Recombinant FEN1 flap cleavage, fluorescence, 15 min; P39748; AID 588795; Potency, µM (series often up to 114 µM), inactives show top-dose activity change, negative = inhibition, actives largely listed as inhibitors; also: nearly all actives have a fitted effect of over 65% in size
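Reaction started by adding substrate (50 nM final) to 10 nM enzyme after 15 min room-temperature compound preincubation. Reads at 0 and 15 min, with data normalized and fitted to a four-parameter Hill equation.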
Numbers without * were called inactive; ? = inconclusive; nt = no result given; & = joins results of further samples; [ ] = remark or other dose. Calls follow the shape of the dose curve; as a rule, active = well fitted curve in the direction sought with a large enough effect; inconclusive = small, poorly fitted or top-dose-only effect, or another doubt; inactive = no such curve, though single readings can be large; an effect the other way counts as inactive or inconclusive. Unless noted, % is scaled to controls: 0 for no effect and ±100 for the full control effect; potency is read from the fitted curve at half-maximal effect. Some of the compounds tested (hit frequency here may not be typical).

The line under a structure holds: KAT2A inh	N370S GC mod	FEN1 inh
CC(C)CNC(=O)CO/N=C/c1ccccc1Cl
 : -1%	5%	23%
C=CCSc1nc(=O)n2ccc(C)cc2n1
 : -20%	4%	0%
Cc1ccc(CN(c2ccc(C(=O)NCc3cccnc3)cc2)S(C)(=O)=O)cc1
 : -3%	-3%	-2%
Cc1ccc(OCCOc2ccc(Br)cc2)c([N+](=O)[O-])n1
 : -4%	12%	-12%
c1ccc(CNc2c3c(nc4ncnn24)CCC3)cc1
 : -16%	1%	3%
Cc1ccc(CSc2nc3ccccc3c(=O)n2Cc2ccco2)cc1
 : -8%	26%	-17%
CN(C)C(CNC(=S)Nc1ccccc1)c1cccnc1 (stereo not given)
 : -2%	2%	3%
O=C1CC(c2ccccc2Cl)Cc2c1cnn2-c1nc2ccccc2s1 (stereo not given)
 : 1%	3%	nt
CC(C)(C)NC(=O)C(c1ccccc1)N(Cc1cccs1)C(=O)c1csnn1 (stereo not given)
 : -3%	6%	-3%
c1n[nH]c(NC2=NCCC2)n1
 : -1%	4%	-2%
COc1ccc(CSc2nc(C)cc(=O)[nH]2)cc1Br
 : 0%	5%	10%
CC(OC(=O)c1ccc(Cl)c(S(=O)(=O)Nc2ccc(F)cc2)c1)C(=O)NC(N)=O (stereo not given)
 : -5%	-5%	-14%
O=C(c1cc(F)ccc1F)C1CCCN(C(=O)c2cccs2)C1 (stereo not given)
 : -17%	2%	2%
CC(OC(=O)COc1ccccc1[N+](=O)[O-])C(=O)Nc1ccc(N2CCOCC2)cc1 (stereo not given)
 : 2%	-12%	7%
CCn1cc(C(=O)NCc2ccccc2Cl)cn1
 : -3%	-28%	-2%
COc1ccc(OC(C)C(=O)N2CCCc3ccccc32)cc1 (stereo not given)
 : -8%	-22%	-1%
CN1CCN(c2ncc3nc(-c4ccc(F)cc4)c(=O)n(Cc4cccs4)c3n2)CC1
 : -5%	?	nt
CCc1cc(=O)oc2c(C)c(OCC(=O)N3CCC[C@@H]3C(=O)O)ccc12
 : -8%	3%	-1%
O=C1CN(C(=O)c2ccccc2C(=O)O)c2ccccc2N1
 : -3%	-5%	-1%
Cc1ccccc1NC(=O)CSc1nc2c(oc3ccccc32)c(=O)n1-c1ccccc1F
 : -9%	nt	4%
O=C(CNC(=O)N1CC(=O)Nc2ccccc21)NCCc1cccc(F)c1
 : -3%	-10%	19%
NC(=O)C1CCN(C(c2ccccc2Cl)c2nnnn2CC2CCCO2)CC1 (stereo not given)
 : 3%	0%	-2%
O=C(NCCNC(=O)c1cc(Cl)ccc1Cl)c1ccccn1
 : -4%	0%	-3%
COc1ccc(S(=O)(=O)Nc2cc3c(cc2N2CCOCC2)n(C)c(=O)n3C)cc1
 : -13%	nt	8%
COC(=O)CSc1nc(SCc2ccccc2Cl)nc2c1CCCC2
 : -3%	14%	-5%
CCCN1CCN(C(=O)c2ccc(CS(=O)c3ccc(Cl)cc3)o2)CC1 (stereo not given)
 : -22%	1%	2%
CC(C)N1CCc2c(sc(NC(=O)Cc3ccccc3)c2C(N)=O)C1
 : 1%	0%	-2%
NC(=O)c1ccsc1NC(=O)COC(=O)C1=NNC(=O)CC1
 : -6%	nt	-16%
CC(C)(C)c1ccc(-c2c(C(=O)O)c(C(=O)O)c3n2CSC3)cc1
 : -7%	8%	-29%
COC(=O)C1=C(C)NC(=S)N(C(C)=O)C1c1ccc(OC)c(OC)c1 (stereo not given)
 : 0%	-3%	-1%
Cc1ccc(-c2nc(S(=O)(=O)c3ccc(C)cc3)c(N(C)C)o2)cc1
 : -3%	-3%	8%
COc1ccc2oc(C)c(C(=O)NN)c2c1
 : -5%	0%	-10%
O=C(NCc1ccc2c(c1)CCN2C(=O)c1ccc(F)cc1)c1c(F)cccc1F
 : 0%	nt	-5%
C=CCSc1nc2sc(C)c(C)c2c(=O)n1CC=C
 : -7%	22%	9%
O=C(c1cccn1-c1nnc(N2CCCC2)s1)N1CCN(c2ccccc2)CC1
 : -5%	nt	-4%
CN(c1ccc(C(=O)Nc2cccc(O)c2)cc1)S(=O)(=O)c1ccccc1
 : -2%	-5%	-9%
Cc1csc(SCC(=O)N(C)C2CCS(=O)(=O)C2)n1 (stereo not given)
 : -5%	-2%	-14%
CCOc1ccc(-c2noc(CSc3nnc(Cc4ccccc4)n3-c3cccc(C)c3)n2)cc1
 : -10%	nt	-9%
CCCn1nnnc1NCc1c(Cl)cccc1Cl
 : -3%	11%	-9%
CN(c1cccc(NC(=O)COc2ccccc2)c1)S(C)(=O)=O
 : -4%	2%	-10%
O=C(Cc1ccc(-n2c(=S)[nH]c3ccccc3c2=O)cc1)N1CCC(N2CCCCC2)CC1
 : -3%	-3%	6%
Cc1cc(O)c2c(c1O)C(=O)[C@]13C(=C2O)C(=O)[C@@H]2[C@@H](O)[C@H]1[C@@H]1[C@H](O)[C@H]3C(=O)C3=C(O)c4c(O)cc(C)c(O)c4C(=O)[C@]312
 : ?	nt	?
COCCCNC(=O)c1cccn2c(=O)c3cc4ccccc4cc3nc12
 : -10%	-3%	?
CC[C@]1(C)CC(=O)NC1=O
 : -4%[21.4 µM]	12%[21.6 µM]	nt
CC(C)CN(C(=O)COC(=O)c1cc2c(s1)CCC2)C1CCS(=O)(=O)C1 (stereo not given)
 : -6%	0%	?
COC(=O)CN1C(=O)C2(OCCCO2)c2cc(Br)ccc21
 : -1%	27%	6%
Cc1ccc2nc(CSc3nnc(Nc4ccccc4F)s3)cc(=O)n2c1
 : 3%	7%	3%
O=C(OCC#CCSc1nnc(-c2cccc3ccccc23)o1)c1ccc(F)cc1
 : -2%&1%	nt	15%
CSc1nnc(C(C)(C)C)c(=O)n1/N=C/c1ccccc1
 : -2%	-11%	7%
COc1ccc(OCC(O)CN2CCN(c3ccc(OC)cc3)CC2)cc1 (stereo not given)
 : 14%	3%	1%

Following part:
The line under a structure holds: KAT2A inh	N370S GC mod	FEN1 inh
COc1ccc(S(=O)(=O)n2ccc(-c3ccc(OCCN(C)c4ccccn4)cc3)n2)cc1
 : -9%	-15%	-2%
CCOC(=O)C1(CCOc2ccccc2)CCN(Cc2ccc(O)cc2)CC1
 : -6%	?	10%
CNc1nc(N)c([N+](=O)[O-])c(Nc2cccc(F)c2)n1
 : 3%	-18%	-21%
Cc1noc(NS(=O)(=O)c2ccc(N/C=C\C(=O)c3cccs3)cc2)c1C
 : -7%	-24%	-19%
COC(=O)NC1c2ccccc2Oc2ccccc21
 : -4%	-5%	1%
COc1ccc(OCC(O)CN2CCNCC2)cc1 (stereo not given)
 : -2%	-1%	0%
Cc1ccc2c(CC(=O)NC3CCCc4ccccc43)coc2c1 (stereo not given)
 : 45%[activator]	23%	0%
O=C(Cc1ccccc1)Nc1sc2c(c1C(=O)Nc1ccccc1Cl)CCCC2
 : 5%	nt	0%
O=C(N/N=C/c1cccnc1)c1ccc2ccccc2c1O
 : -5%	?	7%
Cn1c(=S)[nH]c2sc3c(c2c1=O)CCC(C(C)(C)C)C3 (stereo not given)
 : 16%	-4%	nt
Cc1cccc2c(=O)cc(CSCC(=O)Nc3ccc(Cl)cc3)[nH]c12
 : -9%	nt	-14%
CCOc1ccc(OCCn2c(=S)[nH]c3ccccc32)cc1
 : -6%	4%	-8%
C/C(=N\NC(=S)NC1CCCCC1)c1ccc(O)cc1
 : -22%	6%	-8%
c1ccc(Nc2ccccc2Nc2ccccn2)nc1
 : -2%	1%	-8%
CCOc1ccc(N2C(=O)CC(N(CCc3ccc(OC)cc3)C(=O)/C=C/C(=O)O)C2=O)cc1 (stereo not given)
 : -3%	11%	-10%
NC(=O)c1ccsc1NC(=O)COC(=O)Cc1ccsc1
 : ?	-5%	-1%
Cc1cccc(NC(=O)CN2CCN(CC(=O)NCc3ccc(Cl)cc3Cl)CC2)c1C
 : -3%	nt	26%
O=C(c1ccc(Sc2ccccc2)c([N+](=O)[O-])c1)N1CCOCC1
 : -5%	-10%	-10%
CN(NC(=O)C1CC(=O)N(c2ccccc2)C1)C1=NS(=O)(=O)c2ccccc21 (stereo not given)
 : -9%	20%	-2%
CCOC(=O)c1c(-c2ccccc2)cn2ccccc12
 : 3%	7%	-14%

Structures listed so far that contain a nitro group on carbon, in the order listed:
The line under a structure holds: KAT2A inh	N370S GC mod	FEN1 inh
Cc1ccc(OCCOc2ccc(Br)cc2)c([N+](=O)[O-])n1
 : -4%	12%	-12%
CC(OC(=O)COc1ccccc1[N+](=O)[O-])C(=O)Nc1ccc(N2CCOCC2)cc1 (stereo not given)
 : 2%	-12%	7%
CNc1nc(N)c([N+](=O)[O-])c(Nc2cccc(F)c2)n1
 : 3%	-18%	-21%
O=C(c1ccc(Sc2ccccc2)c([N+](=O)[O-])c1)N1CCOCC1
 : -5%	-10%	-10%

Remaining list, next part.
The line under a structure holds: KAT2A inh	N370S GC mod	FEN1 inh
O=C(CCNC(=O)C1CCN(S(=O)(=O)c2ccccc2)CC1)NCc1ccncc1
 : -8%	-3%	20%
NC(=O)c1c(NC(=O)c2noc3c2CCCC3)sc2c1CCCC2
 : -26%	nt	?
COc1ccc2nc(SCC(=O)NCC(F)(F)F)[nH]c2c1
 : -8%	-4%	-5%
CCOC(=O)N1CCN(c2ncnc3c2oc2nc(C(C)C)c4c(c23)CCC4)CC1
 : 3%	5%	-17%
Cc1ccc(NC(=O)CSCC(=O)Nc2ncc3c(n2)CC(c2ccco2)CC3=O)cc1 (stereo not given)
 : -13%	22%	-9%
COCCCNC(=O)CN1C(=O)/C(=C\c2ccc(C)cc2)Sc2ccccc21
 : 0%	13%	-2%
COCCNC(=O)/C(C#N)=C/c1ccc(OCc2ccc(F)cc2)cc1
 : -8%	3%	-19%
COc1ccc(OCC(O)CNS(=O)(=O)c2cccs2)cc1 (stereo not given)
 : -15%	-7%	-10%
CCOc1ccc(C2C=C(c3ccc(C)cc3)Nc3nnnn32)cc1 (stereo not given)
 : -13%	-9%	?
CC(=O)Oc1ccc(-c2nc3c(C)cccc3c(=O)o2)cc1
 : -2%	-9%	1%

Compound profiles (already shown):
`CCOc1ccc(-c2noc(CSc3nnc(Cc4ccccc4)n3-c3cccc(C)c3)n2)cc1` reads KAT2A inh = -10%; N370S GC mod = nt; FEN1 inh = -9%
`Cc1ccc(-c2nc(S(=O)(=O)c3ccc(C)cc3)c(N(C)C)o2)cc1` reads KAT2A inh = -3%; N370S GC mod = -3%; FEN1 inh = 8%

Additional compounds
The line under a structure holds: KAT2A inh	N370S GC mod	FEN1 inh
COc1ccc(C(=O)N2CCN(c3ccc(C)c(C)c3)CC2)cc1OC
 : -7%	6%	12%
FC(F)(F)c1cccc(NC(=S)Nc2ccc(Cl)cc2Cl)c1
 : 23%	6%	-10%
CCOC(=O)c1cccc(C(=O)Nc2nc3ccc(OC)cc3s2)n1
 : -2%	9%	-9%
COc1ccccc1C(=O)NC(CCSC)C(=O)OC(C)C(=O)NC1CC1 (stereo not given)
 : -2%	-1%	-2%
NC(=O)c1ccsc1NC(=O)COC(=O)c1cc(=O)[nH]c2ccccc12
 : -9%	0%	9%
O=C1/C(=C/c2ccccc2)CCCc2ccccc21
 : ?	12%	-8%
CCC(C)NC(=O)C1=C(C)C(=O)OC12CCC(C)CC2 (stereo not given)
 : 1%	4%	23%
CC1CCCN(c2cc3c(cc2F)c(=O)c(S(=O)(=O)c2cccc(Cl)c2)cn3Cc2ccccc2)C1 (stereo not given)
 : -4%	nt	-6%
COc1cc(-c2noc(C)c2/C=C/c2cccc([N+](=O)[O-])c2)cc(OC)c1OC
 : ?	-22%	-16%&0%
CCOc1ccc(C2C(=O)N(C3CCCCCC3)CC(=O)N2CCC2=CCCCC2)cc1OC (stereo not given)
 : -14%	nt	-17%
CCC(=O)N1CCc2cc(Br)cc(S(=O)(=O)N3CCCC(C(=O)NCc4ccc(F)cc4)C3)c21 (stereo not given)
 : -4%	nt	-10%
Cc1cc(C(=O)NNC(=O)C(C)(C)Oc2ccc(Cl)cc2)c(C)o1
 : -2%	nt	15%
COc1cc(/C=C/[N+](=O)[O-])ccc1OC(=O)c1cc2ccccc2oc1=O
 : -13%	4%	3%
Cc1ccc(S(=O)(=O)NC(C)(C)CN2CCNCC2)cc1
 : -2%	-2%	14%
O=C(N/N=C\CCc1ccccc1)c1ccco1
 : -2%	5%	-3%
O=C(CN1CCN(C(=O)c2c(F)cccc2F)CC1)Nc1ccccc1F
 : 3%	12%	-2%
CC1CCN(C(=O)CC(NC(=O)c2ccccc2Cl)c2ccccc2)CC1 (stereo not given)
 : 3%	-1%	-2%
COCc1cc(C)nc(SCC[N+](C)(C)CC(=O)Nc2cccc(C)c2)c1C#N
 : -2%	-13%	3%
COc1ccccc1N1C(=O)S/C(=C\c2ccc(C)s2)C1=O
 : -1%	-4%	-8%
Cc1ccc(-n2ncc3c(NCCCn4ccnc4)ncnc32)c(C)c1
 : -2%	-1%	-16%
O=C(CCS(=O)(=O)c1ccc(F)cc1)Nc1nnc(-c2ccc(F)cc2)o1
 : 2%	-7%	1%
CCn1ncc([N+](=O)[O-])c1C(=O)NC1CCCCC1
 : -2%	10%	15%
